High-throughput results (PubChem BioAssay)
S100A4 MyoIIA = blocks human S100A4 binding to myosin IIA peptide; P26447; S100A4/TAMRA-MyoIIA peptide fluorescence polarization; inhibition, % at 10.7 µM; hit rate 0.14% among 360,000; AID 652163;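 active = mean inhibition of at least 70% across replicates, with every replicate also reaching that level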
Target sequence (P26447 whole entry, looked up): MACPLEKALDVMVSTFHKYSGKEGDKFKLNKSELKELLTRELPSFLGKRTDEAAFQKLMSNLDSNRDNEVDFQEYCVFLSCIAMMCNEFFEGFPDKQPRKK
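incubation = readout 5 min after mixing, signal stable up to 60 min | system = S100A4 monomer protein | buffer or medium = HEPES pH 7.2 with CaCl2, KCl, NaCl, DTT, Triton | benchmarks = neutral control DMSO, positive control TFP | also added = fluorescent myosin IIA peptide, 5 nM | compound dosing = one concentration per compound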
E-selectin induc = E-selectin induction on HUVECs; P16581; HUVEC E-selectin immunofluorescence imaging; normalized: neutral wells 0, TNF-alpha wells 100; activation, % at 7.58 µM; hit rate 0.37% among 260,000; AID 686992;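 active = mean E-selectin-positive cell signal at least 10% of the positive control, reached in at least 60% of replicates, without over 20% cell loss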;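 also: in these data hits start at about 27%; measured in HUVEC primary endothelial cells; signal is the percent of cells scored E-selectin positive by PE staining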
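Test system – human umbilical vein endothelial cells (HUVEC), E-selectin induction · Input – 3,000 HUVEC seeded per well · Buffer or medium – EGM-2, gelatin · Compound dosing – single-point compound dose · Detection – immunofluorescence imaging · Measure – percent E-selectin-positive cells · Controls – TNF-alpha high, DMSO low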
esBAF inh = inhibitors of esBAF chromatin remodeling in mouse ES cells; Bmi1-luciferase knock-in reporter, 24 h; 100% = twice the neutral-well signal; reporter increase, % at 12.5 µM; hit rate 2% among 350,000; in the data active = activation above about 40%;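 also: 0% = median of the plate's neutral control wells and 100% = double that signal; a rise in the Bmi1 reporter signal indicates esBAF inhibition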
FN deposition inh = fibronectin deposition inhibition | inhibition, % at 12.6 µM | AH1F fibroblasts, Alexa488-fibronectin deposition fluorescence, overnight | hit rate 0.086% among 350,000;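 active = mean inhibition across replicates of 30% or more, regardless of how many single replicates reach that level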;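 also: positive control wells lacked labelled fibronectin entirely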
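Material – AH1F fibroblast monolayer, labelled fibronectin deposition · Reagent – labelled fibronectin 24 nM · Timing – 1 h adhesion, overnight exposure · Measured by – fluorescence at 485 nm excitation, 525 nm emission · Read-out – inhibition of fibronectin deposition signal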
EWS-Fli block = EWS/Fli transcriptional activity inhibition. A673 NR0B1-luciferase reporter, viability-normalised. inhibition, % at 12.6 µM. hit rate 0.67% among 350,000. AID 651661;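 active = mean inhibition of at least 50% after viability correction, with every replicate also passing that limit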;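 also: firefly luciferase signal divided by Alamar Blue viability fluorescence both relative to DMSO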
RAD54 inh = blocks human RAD54 Holliday junction branch migration; Q92698; FAM/BHQ fluorescence; inhibition, % at 10.4 µM; hit rate 0.14% among 360,000; AID 602329;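 active = mean normalized replicate activity at least 40 and at least half of replicates scoring 40 or more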;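 also: 0% = median of neutral control wells and 100% = median of positive control wells; inhibitors cause a drop in the FAM fluorescence signal; in these data hits start at about 50%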
Target sequence (Q92698 whole entry, looked up): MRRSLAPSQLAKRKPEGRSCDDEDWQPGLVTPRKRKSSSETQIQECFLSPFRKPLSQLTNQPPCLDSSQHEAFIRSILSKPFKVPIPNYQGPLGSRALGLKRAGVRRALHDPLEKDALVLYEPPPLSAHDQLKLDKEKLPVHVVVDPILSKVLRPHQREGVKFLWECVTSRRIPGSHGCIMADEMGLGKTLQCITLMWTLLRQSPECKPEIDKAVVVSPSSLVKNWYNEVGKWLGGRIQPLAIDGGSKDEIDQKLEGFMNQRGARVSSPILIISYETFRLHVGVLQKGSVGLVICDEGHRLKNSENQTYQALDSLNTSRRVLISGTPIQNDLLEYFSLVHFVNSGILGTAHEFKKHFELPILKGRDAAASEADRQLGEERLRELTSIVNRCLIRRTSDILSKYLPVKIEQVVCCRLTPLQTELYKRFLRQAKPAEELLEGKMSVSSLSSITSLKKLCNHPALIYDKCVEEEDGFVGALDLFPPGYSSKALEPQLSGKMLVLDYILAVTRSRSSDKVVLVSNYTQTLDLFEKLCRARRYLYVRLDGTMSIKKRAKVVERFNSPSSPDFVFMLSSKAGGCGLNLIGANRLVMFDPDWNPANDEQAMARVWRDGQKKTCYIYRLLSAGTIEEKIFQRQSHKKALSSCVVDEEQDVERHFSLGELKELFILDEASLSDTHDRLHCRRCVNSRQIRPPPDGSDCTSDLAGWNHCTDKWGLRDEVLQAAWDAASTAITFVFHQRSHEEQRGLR
XiGFP reactiv = X-chromosome reactivation activator | XiGFP mouse fibroblasts, % GFP-positive cells imaging, 3 d; cells co-treated with 5-aza-dC sensitizer; scaled so ellipticine positive control = 100% | activation, % at 7.58 µM | hit rate 0.055% among 360,000 | AID 743238;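 active = mean normalized replicate activation at least 10% and every replicate at or above 10%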;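 also: 0% = median of on-plate neutral control wells and 100% = ellipticine 6 µM median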
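material = 68-5-11 XiGFP fibroblast line | medium = DMEM plus 5-aza-dC sensitizer | schedule = 3 days compound exposure | benchmarks = positive control ellipticine, 6 µM final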
RAD52 anneal inh = blocks human RAD52 DNA annealing; P43351; recombinant RAD52 DNA annealing, FRET fluorescence; inhibition, % at 18.7 µM; hit rate 0.46% among 360,000;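 active = every replicate showing at least 50% inhibition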
Numbers without * were called inactive; / = no result given.

Every second line gives: S100A4 MyoIIA | E-selectin induc | esBAF inh | FN deposition inh | EWS-Fli block | RAD54 inh | XiGFP reactiv | RAD52 anneal inh
1. COc1ccc(S(=O)(=O)Nc2ccc3c(c2)C(=O)N([C@H](C)CO)C[C@@H](C)[C@H](CN(C)C)O3)cc1
    -1 | 3.5 | 2 | / | -5 | -1 | 0.4 | -13
2. O=C(CCC(=O)c1cccs1)Nc1ncccc1O
    -4 | 0.3 | -3 | / | -6 | 0 | -0.1 | -17
3. Cc1noc(C)c1S(=O)(=O)Nc1cccc2c1O[C@H](CN(C)Cc1ccc(-c3ccccc3)cc1)[C@H](C)CN([C@@H](C)CO)C2=O
    -15 | -0.3 | 5 | / | -4 | -9 | 0.2 | -34
4. C/C(=C\C(=O)c1sccc1Cl)N(C)C
    2 | 0.1 | / | 9 | -8 | / | 0.1 | -8
5. COc1nsnc1N1CCOCC1
    -1 | 0.9 | / | 0 | -2 | / | -0.1 | -4
6. Cc1nn2cc(-c3cccc(Cl)c3)cnc2c1Br
    2 | -3.7 | / | 3 | 18 | / | 0.4 | -4
7. COc1cccc(C(=O)N2CCC(n3nccc3NC(=O)C3CCOC3)CC2)c1 (stereo unspecified)
    -1 | -1.2 | / | -1 | / | 10 | 0.0 | 1
8. CSc1nc(N)n(-c2cc(C(F)(F)F)ccn2)n1
    4 | 0.2 | -4 | 1 | -4 | 6 | 0.0 | -6
9. C[C@H](O)C#Cc1ccc2c(c1)O[C@@H](CN(C)Cc1cncnc1)[C@H](C)CN([C@H](C)CO)S2(=O)=O
    4 | 2.1 | 0 | -9 | -8 | 7 | 0.1 | -4
10. C[C@H]1CN([C@@H](C)CO)C(=O)c2cccc(NC(=O)Nc3cccc4ccccc34)c2O[C@H]1CN(C)CC1CCCCC1
    3 | 0.3 | 4 | / | 10 | 10 | 0.4 | 21
11. COC(=O)Cn1cnc2c(nnn2-c2ccc(OC)cc2)c1=O
    11 | 0.0 | 4 | 2 | -1 | -7 | 0.0 | -9
12. Cc1nn(C)cc1S(=O)(=O)N1CCCCC1C (stereo unspecified)
    0 | 1.9 | / | 0 | 0 | 5 | 0.0 | -6
13. O=S(=O)(c1ccc(F)cc1)c1snnc1-c1ccccc1
    1 | / | / | 4 | 40 | / | 0.2 | -7
14. CCOC(=O)C1=CCC(c2ccccc2)N(S(=O)(=O)c2ccccc2)C1 (stereo unspecified)
    -2 | 1.7 | 3 | -1 | -6 | -5 | -0.1 | 10
15. Cc1ccc(C(=O)Sc2cccccc2=O)cc1
    -1 | -0.1 | -52 | 10 | 34 | 4 | 8.7 | -22
16. C[C@H](CO)N1C[C@H](C)[C@@H](CN(C)S(=O)(=O)c2ccc(Cl)cc2)Oc2c(NS(=O)(=O)c3cn(C)cn3)cccc2C1=O
    3 | 0.9 | 3 | / | -2 | 3 | -0.6 | 10
17. c1ccc(SCc2cn3cccnc3n2)nc1
    1 | 4.0 | 31 | -6 | -12 | / | 0.1 | 7
18. O=[N+]([O-])c1ccc(S(=O)(=O)Nc2ncccn2)cc1
    -9 | 0.0 | -2 | -5 | 3 | 7 | 0.0 | -1
19. COc1cccc(-c2ccc3c(c2)[C@@H]2[C@@H](CCN2C(=O)Nc2ccccc2OC)[C@@H](CO)N3C)c1
    -7 | -0.6 | 9 | -9 | -14 | 16 | 1.4 | 60*
20. CC(=O)N1c2ccc(S(=O)(=O)N(C)CC(=O)Nc3ccccc3C)cc2CC1C (stereo unspecified)
    -4 | / | -8 | 1 | / | 4 | 0.0 | 9
21. O=C(NC1CCC1)[C@@H]1[C@@H](CO)[C@@H]2Cn3c(ccc(-c4ccccc4)c3=O)[C@H]1N2
    7 | 0.3 | 3 | / | -11 | 0 | 0.0 | -5
22. COc1ccc(NS(=O)(=O)c2ccc(C)c(NC(=O)C3CCCO3)c2)cc1 (stereo unspecified)
    11 | / | -8 | 7 | -3 | -9 | -0.1 | -12
23. Cc1c(C(=O)N2CCCCC2)c(S(=O)(=O)NCCc2ccc(Cl)cc2)c(C)n1C
    -1 | / | -2 | 10 | -4 | -2 | 0.1 | 1
24. C[C@@H]1CN([C@@H](C)CO)C(=O)c2cccc(NS(=O)(=O)c3cn(C)cn3)c2O[C@@H]1CN(C)Cc1ccc(Oc2ccccc2)cc1
    -13 | 0.0 | 0 | -3 | 12 | -12 | 0.0 | -2
25. Cc1cc(NC(=O)CSc2nc3ccccc3cc2C#N)no1
    18 | 0.0 | 34 | 0 | -104 | 8 | 0.2 | -136
26. COC(=O)[C@@H](NC(=O)CCc1nnc(-c2ccsc2)o1)C(C)C
    0 | 1.1 | -2 | 2 | -8 | / | 0.0 | 7
27. CCCCCCCCCCCCCCCC(=O)OCC1OC(n2ccc(N)nc2=O)C(O)C1O (stereo unspecified)
    1 | 0.1 | / | -7 | 38 | / | 0.1 | 1
28. COc1ccc(CNC(=O)COC(=O)c2cncc(Br)c2)cc1
    2 | 0.1 | -6 | -4 | -2 | -8 | 0.0 | -25
29. Cc1ccc(-n2c(SCC(=O)N/N=C/c3ccccc3C(=O)O)nnc2-c2ccc(Cl)cc2)cc1
    -7 | 0.2 | -2 | 3 | 13 | 1 | -0.2 | -9
30. CCOc1ccc2nc(SCC(=O)Nc3cccc(S(=O)(=O)NC4=NCCCCC4)c3)[nH]c2c1
    8 | / | 1 | 1 | 8 | -5 | 0.3 | -15
31. C/C=C/c1ccc([C@H]2[C@@H](CO)N3C(=O)CN(Cc4ccc(C(=O)OC)cc4)C[C@@H]23)cc1
    -3 | -0.1 | / | / | -7 | / | 0.0 | -17
32. Cc1cc(=O)oc(C)c1C(=O)NCCN(C)Cc1ccccc1
    -2 | -0.3 | -8 | -8 | 11 | -7 | 0.0 | -24
33. COc1ccc(S(=O)(=O)N(C)C[C@@H]2OCCCC[C@@H](C)Oc3ccc(NC(=O)c4ccncc4)cc3C(=O)N([C@@H](C)CO)C[C@H]2C)cc1
    2 | 1.3 | 11 | 3 | -5 | -2 | 0.2 | 13
34. CCOc1ccc(CC(=O)NCCc2cnc[nH]2)cc1
    -2 | 0.7 | -4 | 1 | -5 | -4 | 0.1 | -8
35. N#C[C@H]1N[C@@H](CO)[C@@H]1c1ccc(C#Cc2ccccc2F)cc1
    -5 | -0.4 | 13 | -13 | -60 | -1 | 0.2 | -1
36. N#Cc1cc2c(=O)n3ccccc3nc2n(Cc2cccnc2)c1=O
    11 | -0.2 | 0 | 4 | -3 | -2 | -0.1 | -57
37. CSc1cccc(NC(=O)C2C3C=CC4(O3)C2C(=O)N(CCN2CCOCC2)C4C(=O)NC2CCCCC2)c1 (stereo unspecified)
    2 | -0.1 | -4 | 0 | 4 | 2 | 0.3 | -1
38. O=C(NC(=S)N1CCCC1)c1ccccc1F
    -2 | / | -8 | -1 | -2 | 2 | -0.1 | -8
39. O=S(=O)(c1ccccc1)C(Br)S(=O)(=O)c1ccccc1
    -3 | 0.3 | 7 | 3 | 4 | 4 | -0.1 | -17
40. COCC(C)n1c(SCC(=O)NNC(=O)c2ccc(F)cc2)nc2ccccc2c1=O (stereo unspecified)
    4 | / | / | -6 | 8 | / | 0.0 | -17

Nothing new here: an excerpt of the list.
Every second line gives: S100A4 MyoIIA | E-selectin induc | esBAF inh | FN deposition inh | EWS-Fli block | RAD54 inh | XiGFP reactiv | RAD52 anneal inh
26. COC(=O)[C@@H](NC(=O)CCc1nnc(-c2ccsc2)o1)C(C)C
    0 | 1.1 | -2 | 2 | -8 | / | 0.0 | 7
27. CCCCCCCCCCCCCCCC(=O)OCC1OC(n2ccc(N)nc2=O)C(O)C1O (stereo unspecified)
    1 | 0.1 | / | -7 | 38 | / | 0.1 | 1
28. COc1ccc(CNC(=O)COC(=O)c2cncc(Br)c2)cc1
    2 | 0.1 | -6 | -4 | -2 | -8 | 0.0 | -25
29. Cc1ccc(-n2c(SCC(=O)N/N=C/c3ccccc3C(=O)O)nnc2-c2ccc(Cl)cc2)cc1
    -7 | 0.2 | -2 | 3 | 13 | 1 | -0.2 | -9
30. CCOc1ccc2nc(SCC(=O)Nc3cccc(S(=O)(=O)NC4=NCCCCC4)c3)[nH]c2c1
    8 | / | 1 | 1 | 8 | -5 | 0.3 | -15
31. C/C=C/c1ccc([C@H]2[C@@H](CO)N3C(=O)CN(Cc4ccc(C(=O)OC)cc4)C[C@@H]23)cc1
    -3 | -0.1 | / | / | -7 | / | 0.0 | -17
32. Cc1cc(=O)oc(C)c1C(=O)NCCN(C)Cc1ccccc1
    -2 | -0.3 | -8 | -8 | 11 | -7 | 0.0 | -24

Given with each value named: part of the list above
29. Cc1ccc(-n2c(SCC(=O)N/N=C/c3ccccc3C(=O)O)nnc2-c2ccc(Cl)cc2)cc1
- S100A4 MyoIIA: -7
- E-selectin induc: 0.2
- esBAF inh: -2
- FN deposition inh: 3
- EWS-Fli block: 13
- RAD54 inh: 1
- XiGFP reactiv: -0.2
- RAD52 anneal inh: -9

37. CSc1cccc(NC(=O)C2C3C=CC4(O3)C2C(=O)N(CCN2CCOCC2)C4C(=O)NC2CCCCC2)c1 (stereo unspecified)
- S100A4 MyoIIA: 2
- E-selectin induc: -0.1
- esBAF inh: -4
- FN deposition inh: 0
- EWS-Fli block: 4
- RAD54 inh: 2
- XiGFP reactiv: 0.3
- RAD52 anneal inh: -1

35. N#C[C@H]1N[C@@H](CO)[C@@H]1c1ccc(C#Cc2ccccc2F)cc1
- S100A4 MyoIIA: -5
- E-selectin induc: -0.4
- esBAF inh: 13
- FN deposition inh: -13
- EWS-Fli block: -60
- RAD54 inh: -1
- XiGFP reactiv: 0.2
- RAD52 anneal inh: -1

31. C/C=C/c1ccc([C@H]2[C@@H](CO)N3C(=O)CN(Cc4ccc(C(=O)OC)cc4)C[C@@H]23)cc1
- S100A4 MyoIIA: -3
- E-selectin induc: -0.1
- esBAF inh: /
- FN deposition inh: /
- EWS-Fli block: -7
- RAD54 inh: /
- XiGFP reactiv: 0.0
- RAD52 anneal inh: -17

New compounds follow
Every second line gives: S100A4 MyoIIA | E-selectin induc | esBAF inh | FN deposition inh | EWS-Fli block | RAD54 inh | XiGFP reactiv | RAD52 anneal inh
41. Cc1noc(C)c1NC(=O)N[C@@H]1C=C[C@@H](CC(=O)N2CCCCC2)O[C@H]1CO
    -3 | 0.0 | 4 | 5 | 2 | -5 | -0.1 | 4
42. COc1ccc(S(=O)(=O)N(C)C[C@@H]2Oc3ncc(C#Cc4ccc(F)cc4)cc3C(=O)N([C@H](C)CO)C[C@@H]2C)cc1
    -6 | 0.1 | 4 | 13 | -1 | 2 | -0.3 | -1
43. O=C(Nc1cc(F)cc(F)c1)c1sc(Cl)nc1-c1ccccc1
    4 | / | 10 | -1 | 18 | -5 | 0.0 | -11
44. C[C@@H](NC(=O)[C@H]1O[C@@H](n2cnc3c(N)ncnc32)[C@H](O)[C@@H]1O)c1cccc2ccccc12
    0 | / | -8 | 13 | 0 | 9 | -0.1 | -7
45. COc1ccc2oc(=O)c(C(=O)Nc3ccccc3C)cc2c1
    -2 | / | 4 | -3 | -56 | -6 | 0.0 | -17
46. O=C(Nc1ccccc1C(=O)Nc1ccccn1)c1ccc([N+](=O)[O-])cc1
    0 | / | / | / | -5 | / | 0.0 | -8
47. Cc1cccc(CN2CCC(CNC(=O)Nc3ccc(F)c(Cl)c3)CC2)c1
    -8 | / | -18 | -4 | 23 | 16 | 0.1 | -2
